# Screens from PubChem BioAssay.
# D1 agonist = human D1 receptor agonism; AID 504660; activation, % at 2 µM; HEK293 T-REx D1 cells, calcium flux, agonist mode; P21728; 1% of 360,000 active; note: 0% is about no effect
# Target sequence (P21728 whole entry, looked up): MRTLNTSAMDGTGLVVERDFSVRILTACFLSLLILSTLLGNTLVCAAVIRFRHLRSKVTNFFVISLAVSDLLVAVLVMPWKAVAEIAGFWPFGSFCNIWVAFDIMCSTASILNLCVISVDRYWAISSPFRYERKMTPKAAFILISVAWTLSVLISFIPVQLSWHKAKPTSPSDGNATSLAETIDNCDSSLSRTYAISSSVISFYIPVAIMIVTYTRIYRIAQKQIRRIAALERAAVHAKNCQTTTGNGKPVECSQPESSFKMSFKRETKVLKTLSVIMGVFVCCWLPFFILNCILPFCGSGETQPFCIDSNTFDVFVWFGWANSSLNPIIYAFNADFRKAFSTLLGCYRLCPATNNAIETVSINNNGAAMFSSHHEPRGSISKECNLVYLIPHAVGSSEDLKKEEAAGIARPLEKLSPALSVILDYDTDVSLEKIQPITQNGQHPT
#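 Agonism was scored from calcium flux recorded over 180 s (1 read/s) after pintool compound addition, following a 10-cycle baseline. Cells were inducible force-coupled HEK293 TREx D1, plated overnight at 30 C and loaded with no-wash calcium dye.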
# D1 antagonist = blocks dopamine activation of the human D1 receptor; HEK293 TREx D1 cells, calcium flux, dopamine EC80; stronger effect = lower value; activity change, negative = inhibition, % at 10 µM; 3.2% of 360,000 active; AID 504652; in the data active = activity change below about -30%; note: % is set by controls: 0 for no effect and ±100 for the full control effect
#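 Kinetic fluorescence of a calcium dye serves as the read-out. D1-expressing Hek293 Trex cells, induced overnight at 30 C, are exposed to compound for 180 s before an EC80 dopamine addition, then read 180 s further.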
# RXFP1 antag = antagonists of human relaxin receptor RXFP1. Q9HBX9. HEK293-RXFP1, relaxin-stimulated cAMP HTRF, 30 min; stronger effect = lower value. activity change, negative = inhibition, % at 57.5 µM. 0.59% of 350,000 active. AID 1259400;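 active = activity change of -60% or lower, but not beyond a set lower limit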; note: % is set by controls: 0 for no effect and ±100 for the full control effect
# TRHR enhancer = allosteric enhancers of human TRH receptor. P34981. 0.66% of 360,000 active. enhancement, % at 2 µM. AID 493056. TRHR cells, fluo-8 calcium fluorescence, EC20 TRH enhancement; in the data active = enhancement above about 30%; note: 0% is about no effect
#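 Enhancer read-out: after compound pinning and an initial kinetic agonist-mode read, an EC20 of TRH (10 nM final) was injected and fluo-8 calcium signal (Ex 480/Em 530) followed at 1 s/cycle for 100 cycles in TRHR-expressing cells.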
# D1 PAM = potentiators of human D1 dopamine receptor; P21728; HEK293 TREx D1 cells, calcium flux, dopamine EC20 potentiation; potentiation, % at 10 µM; 0.036% of 360,000 active; AID 504651; in the data active = potentiation above about 30%; note: 0% is about no effect
# D2 agonist = agonists of human D2 dopamine receptor. P14416. HEK293 T-REx D2 cells, calcium flux agonist mode. activation, % at 2 µM. 0.53% of 340,000 active. AID 485358;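 active = activation over 3 SD above normal in the single-dose calcium agonist read, cut at about 30% in these data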; note: 0% is about no effect
# Target sequence (P14416 whole entry, looked up): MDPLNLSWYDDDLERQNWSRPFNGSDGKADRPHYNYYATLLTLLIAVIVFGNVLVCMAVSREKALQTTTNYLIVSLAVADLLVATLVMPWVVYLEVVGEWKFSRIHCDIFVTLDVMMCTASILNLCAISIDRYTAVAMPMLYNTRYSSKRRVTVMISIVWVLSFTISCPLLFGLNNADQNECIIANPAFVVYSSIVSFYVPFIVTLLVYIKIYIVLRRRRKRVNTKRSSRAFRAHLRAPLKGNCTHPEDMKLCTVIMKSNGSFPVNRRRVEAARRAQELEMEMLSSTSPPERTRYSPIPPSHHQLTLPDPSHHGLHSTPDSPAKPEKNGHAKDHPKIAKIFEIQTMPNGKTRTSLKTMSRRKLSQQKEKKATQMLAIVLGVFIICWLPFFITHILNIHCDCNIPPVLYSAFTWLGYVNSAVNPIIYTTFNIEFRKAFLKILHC
#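 Tetracycline-induced HEK293 Trex cells with D2 receptor force-coupled to calcium signaling, plated overnight at 30 C and loaded with no-wash calcium dye. Calcium flux read kinetically for 180 s after compound addition; responses flag agonists.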
# D2 potentiator = positively modulates the human D2 dopamine receptor allosterically; 0.34% of 340,000 active; HEK293 T-REx D2, calcium flux, EC20 dopamine potentiation; AID 485347; potentiation, % at 10 µM;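 active = potentiation over 3 SD above the plate norm, cut at about 30% in these data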; note: 0% is about no effect
#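 Tetracycline-induced Hek293 Trex D2 cells, force-coupled to calcium, loaded with no-wash calcium dye. Compound added with 180 s kinetic read for agonism, then EC20 dopamine and a further 180 s read for potentiation.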
# TRHR agonist = activates the human TRH receptor; P34981; TRHR cells, calcium flux fluo-8, FDSS agonist mode; activation, % at 2 µM; 0.18% of 360,000 active; AID 493084; note: 0% is about no effect
#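 Fluo-8-loaded TRHR cells; 10 s baseline, compound added, kinetic Ca2+ fluorescence read 1/s, agonist mode.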
# D2 antag = antagonists of human D2 dopamine receptor. HEK293 TREx D2 cells, calcium flux, dopamine EC80. inhibition, % at 10 µM. 2% of 340,000 active. AID 485344; in the data active = inhibition above about 30%; note: 0% is about no effect
#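 Tetracycline-induced HEK293 TREx cells expressing D2 receptor forced-coupled to calcium signalling, loaded with no-wash calcium dye. Compounds added and calcium flux read 180 s, then dopamine added at EC80 and read a further 180 s.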
# * = called active by the depositor; . = not tested or not shown. Cut-off read from the data, not from the text of the source, unless noted: active = activation above about 30%; inactive = the rest. Compounds as they come, and some 7.3% of all compounds hit somewhere here.
no.	smiles	D1 agonist	D1 antagonist	RXFP1 antag	TRHR enhancer	D1 PAM	D2 agonist	D2 potentiator	TRHR agonist	D2 antag
1	CC(=O)NC(Cc1ccc(F)c(F)c1)C(=O)NC1CCN(c2nnnn2-c2ccccc2)CC1 (stereo unspecified)	1.6	0.2	1.2	-4.7	2.5	-0.1	-4.2	-0.1	9.6
2	COc1cccc(C(=O)Nc2c(C)nn(-c3ccccc3)c2C)c1	1.0	4.4	-8.0	-3.5	-0.2	0.0	-1.0	-0.3	-7.0
3	COc1ccc(NC(=O)C(=O)c2cn(CC(=O)N3CCOCC3)c3ccccc23)cc1OC	0.6	-2.9	-8.8	-6.6	0.4	0.4	8.1	0.0	-0.3
4	Cc1ccc(N(CC(=O)NCc2ccccc2)C(=O)c2csnn2)cc1	0.8	-5.5	11.9	10.6	-2.0	0.4	-1.2	0.5	13.4
5	Cn1c(=O)n(Cc2ccccc2F)c(=O)c2c1nc1n2CCCN1CCc1ccccc1	1.7	12.2	8.6	2.3	-5.0	-1.2	-3.1	-0.1	13.5
6	Cc1cc(NC(=O)CNCC(c2ccccc2)N(C)C)c([N+](=O)[O-])cc1C (stereo unspecified)	6.5	7.1	6.2	-0.2	-3.0	0.7	-3.8	1.9	-1.0
7	Cc1cc(Cn2ccnc2)c(C)c([N+](=O)[O-])c1Cn1ccnc1	2.0	10.7	10.7	-11.1	12.2	-0.2	-6.9	0.0	-11.7
8	COc1ccc(CCNC(=O)COc2ccc(S(=O)(=O)NC3CCCCC3)cc2Cl)cc1	4.1	-11.4	-19.1	5.1	-8.6	1.0	33.7*	1.1	-6.1
9	NCCCC[C@H]1CNC(=O)C(=O)N1CCC12CC3CC(CC(C3)C1)C2	1.3	-0.9	.	-22.7	2.7	0.1	1.6	0.1	3.4
10	COc1ccc(-c2cn[nH]c2-c2ccc(OCc3ccccc3F)cc2O)cc1OC	3.4	-1.6	7.1	-5.5	-3.9	1.0	2.3	-0.6	-8.3
11	Cc1nn(Cc2ccc(Cl)c(Cl)c2)c(C)c1NC(=O)c1cc(-c2ccc3c(c2)OCO3)on1	-1.6	-2.3	16.0	2.8	4.2	0.3	6.3	-0.8	-5.1
12	CC(=O)c1ccc(NC2=C(N3CCOCC3)C(=O)c3ccccc3C2=O)cc1	0.1	-2.9	-37.6	4.2	-0.6	0.2	-1.9	-0.3	8.9
13	CCCN1CCC(NC(=O)CC2C(=O)NCCN2Cc2cccc(OC)c2)CC1 (stereo unspecified)	2.5	11.8	8.2	6.2	1.8	0.7	2.0	0.2	5.9
14	COc1ncccc1C(=O)N1CCCC(C(=O)c2cccc(OC(C)C)c2)C1 (stereo unspecified)	3.3	-29.6	-14.0	4.1	4.4	-0.9	-1.1	-0.3	-14.4
15	CC(C)Oc1cccc(C(=O)NC(=S)Nc2cccc(NC(=O)c3ccccc3Cl)c2)c1	7.7	-6.9	-20.6	-9.1	-8.2	.	-2.7	-0.6	.
16	CCN(CC)CCC(=O)N1c2ccccc2Sc2ccc(NC(=O)OC)cc21	2.0	4.4	-7.9	8.9	-7.3	0.5	1.3	-2.4	0.7
17	COc1cccc(C(=O)Nc2ccc(-n3nncc3-c3ccc(Br)cc3)cc2)c1OC	-2.6	-20.6	-9.7	4.3	1.2	-1.1	-14.2	0.3	.
18	O=C(NCc1ccc2[nH]c3c(c2c1)CCCC3)c1ccc(S(=O)(=O)N2CCCC2)cc1	-0.6	2.4	-5.2	-3.5	0.4	0.2	0.6	0.5	-8.9
19	COc1ccc(Cl)cc1-c1nc(SCC(=O)N(C)C)n[nH]1	1.9	21.6	5.6	-8.7	-5.3	0.0	-8.5	0.0	-8.5
20	CCCC(=O)Nc1ccc(N2CCN(S(C)(=O)=O)CC2)cc1	2.7	6.7	.	-3.2	18.8	-0.7	1.5	-0.2	2.3
21	Cc1nn2c(nc(N3CCOCC3)c3ccccc32)c1C=C(C#N)C#N	-0.7	0.9	.	19.3	4.7	-1.0	0.4	-0.8	12.4
22	CCC(=O)N1c2ccc(S(=O)(=O)NCc3ccco3)cc2CC1C (stereo unspecified)	10.6	-6.2	-3.3	1.5	-7.5	1.3	12.4	0.2	-8.7
23	CC(C)(C)c1ccc(S(=O)(=O)N2CCC(c3ccncc3)CC2)cc1	7.6	-19.6	-33.3	-5.4	0.2	.	2.4	0.5	.
24	CCCCCCc1nc2c(=O)[nH]c3ccccc3c2o1	1.4	-6.3	-13.8	-5.6	1.7	-1.0	10.9	0.0	9.3
25	CC1=NN2C(=N)/C(=C\c3cc(C)n(-c4ccc(C)cc4)c3C)C(=O)N=C2S1	2.0	-5.6	-5.9	3.4	1.9	-1.0	-2.8	-0.3	-20.9
26	CC(C)CCN(Cc1ccco1)S(=O)(=O)c1csc(C(N)=O)c1	3.2	1.6	5.4	-7.5	-2.5	.	-4.9	0.3	.
27	O=C(Nc1nc2ccc(Cl)cc2s1)c1ccc(S(=O)(=O)N2CCCC2)cc1	0.4	-6.8	1.4	1.8	4.5	.	-0.7	0.1	.
28	Cc1c(C(=O)NCCN2C(=O)S/C(=C\c3cccs3)C2=O)cccc1[N+](=O)[O-]	6.8	-26.9	-18.2	1.4	-6.5	0.2	0.6	-0.2	10.7
29	Cc1ccc(C(=O)OCC(=O)Nc2cc(C(C)(C)C)nn2-c2ccccc2)c(O)c1	1.7	2.9	-19.0	5.3	-4.2	.	.	0.4	.
30	Cc1c(Cl)cccc1NC(=S)N(Cc1cccs1)C1CCCC1	2.4	-7.2	-22.9	-2.7	-0.2	2.4	2.8	-0.2	2.5
31	CN(Cc1nccs1)C(=O)c1cc(COc2cccc3cnccc23)on1	15.8	-31.7*	8.4	-4.0	-0.5	1.4	1.9	0.1	0.7
32	COc1ccc(Nc2nc3ccccc3c(=O)[nH]2)cc1	3.6	-24.9	7.7	4.2	-2.0	0.1	1.8	0.5	2.9
33	CS(=O)(=O)c1ccc(S(=O)(=O)N2CCC(CO)(CCCc3ccccc3)CC2)cc1	9.8	-9.2	-3.9	-2.6	-4.8	-1.9	-6.9	0.3	-5.3
34	C/C(=N\NC(=O)Cn1ccc(C(F)(F)F)n1)c1ccco1	1.1	3.2	-1.3	-2.2	0.6	0.0	4.3	0.8	14.4
35	C=CCN1C(c2cccc(C(F)(F)F)c2)=CS/C1=C(/C#N)c1nnc(N2CCOCC2)n1-c1ccccc1	0.6	-5.2	-6.9	-8.2	-2.9	14.0	20.6	27.8	-4.3
36	COc1cc(Cl)ccc1OCc1cc(C(=O)N(C)CC2CCCCO2)no1 (stereo unspecified)	-1.1	-13.7	-3.2	-2.0	-5.0	0.0	0.1	0.1	-1.3
37	CC(=O)c1ccc(NC(=O)Nc2cccc3ccccc23)cc1	7.0	-8.1	-1.7	7.5	-6.3	2.0	1.3	0.6	-11.5
38	COc1ccc(CNC(=O)C2CCCN2S(=O)(=O)c2ccc(Cl)cc2)cc1 (stereo unspecified)	0.9	-17.3	-18.7	6.3	-5.7	0.0	-8.7	-0.3	-19.1
39	O=C(NC1CCCCC1)c1ccc(S(=O)(=O)c2ccccc2)cc1	9.4	-3.8	3.0	5.2	-3.1	0.1	6.0	-0.5	3.0
40	Cc1cccc(NC(=O)Cn2nnc3ccccc32)c1	4.3	6.0	-2.2	-0.9	-4.2	-0.3	.	-0.1	-4.0
41	O=C(NCc1ccccn1)/C(=C/c1ccco1)NC(=O)c1ccccc1	0.4	14.9	-0.9	8.8	-2.6	0.1	-20.2	0.6	21.4
42	Cc1ccc(S(=O)(=O)NCCNS(=O)(=O)c2ccc(C)cc2)cc1	11.7	-9.2	-10.8	17.5	5.3	-0.1	-3.2	-1.3	13.4
43	CCN(CC)S(=O)(=O)c1ccccc1/C=N\O	1.5	15.4	2.7	-4.4	-2.0	0.3	4.6	-0.7	7.9
44	COc1cccc(NC(=S)N2CCN(C(c3ccccc3)c3ccccc3)CC2)c1	6.0	-2.3	.	-1.2	-6.7	-0.2	1.0	-0.2	7.6
45	COc1ccc(C)cc1S(=O)(=O)NCc1cccs1	-0.5	7.5	-13.4	1.5	-3.1	0.2	-1.4	0.1	-13.9
46	COc1ccc2[nH]cc(C(=O)CN3CCCCC3)c2c1	5.9	4.6	-15.5	-4.5	1.1	1.5	-5.3	0.3	2.2
47	COc1ccccc1CNC(=O)CCC1N=C2c3ccccc3N=C(SCc3ccc(C)cc3C)N2C1=O (stereo unspecified)	4.6	4.1	-20.1	-3.8	-1.0	0.3	3.6	0.7	.
48	CCCOc1ccc(N2CC(C(=O)Nc3ccccc3C(=O)NC)CC2=O)cc1 (stereo unspecified)	3.1	-6.2	1.0	-1.8	-3.3	-0.4	11.9	0.2	-8.7
49	Clc1ccccc1/C=N/Nc1cc(N2CCOCC2)ncn1	3.1	18.9	1.2	-2.5	-0.6	0.1	-4.9	-0.9	1.6
50	COc1cccc(CN(C(=O)c2ccccc2Cl)C2CCS(=O)(=O)C2)c1 (stereo unspecified)	1.3	17.8	3.4	-0.3	-3.8	.	-3.7	-0.1	.
